Screening results as filed in PubChem.
LGR2 antag: inhibitors of bursicon-induced Drosophila LGR2 receptor cAMP signaling; HEK293 LGR2, CRE-luciferase, bursicon-stimulated, 4 h; inhibition, % at 9.99 µM; actives 0.35% (n = 380,000); AID 720647;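 active means drop in luminescence signal, shown as inhibition above about 50% in the replicate tests, limit read from the data, passing the limit was not always enough; inconclusive means probably only some replicates passing the limit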;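 further: agonist challenge used bursicon conditioned medium at about half maximal strength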
SIRT5 inh: sirtuin-5 (human) deacylase inhibition; AID 652115; actives 1.1% (n = 330,000); Purified SirT5, succinyl-peptide AMC, trypsin-coupled fluorescence; inhibition, % at 15 µM; in the data active means inhibition above about 15%; inconclusive means no clear call, values can overlap the other calls
PGC1a acetyl inh: modulators of PGC1a acetylation | U2OS PGC1a acetylation, AlphaScreen anti-acetyl-lysine; with virally co-expressed GCN5 acetyltransferase | inhibition, % at 15.6 µM | actives 0.17% (n = 350,000) | AID 651687;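 active means every replicate shows inhibition of at least 40%; inconclusive means mean inhibition at least 40% but some replicate below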;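 further: 0% = neutral control wells and 100% = positive control wells; some results beyond the cut were filed as inactive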
S100A4 MyoIIA: S100A4-myosin IIA interaction inhibition; S100A4/TAMRA-MyoIIA peptide fluorescence polarization; inhibition, % at 10.7 µM; actives 0.14% (n = 360,000);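 active means mean inhibition of at least 70% across replicates, with every replicate also reaching that level; inconclusive means mean inhibition reaches 70% but some replicates fall short; inactive means mean inhibition below 70%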
Target sequence (P26447 whole entry, looked up): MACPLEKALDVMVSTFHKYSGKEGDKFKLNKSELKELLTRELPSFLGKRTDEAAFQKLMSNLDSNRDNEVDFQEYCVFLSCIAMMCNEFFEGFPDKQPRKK
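assay system = human S100A4 monomer with TAMRA-labelled myosin IIA peptide | also added = labelled myosin peptide probe, 5 nM | incubation = 5 min between mix addition and reading | control set = DMSO and TFP controls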
XiGFP reactiv: X-chromosome reactivation activator. XiGFP mouse fibroblasts, % GFP-positive cells imaging, 3 d; cells co-treated with 5-aza-dC sensitizer; scaled so ellipticine positive control = 100%. activation, % at 7.58 µM. actives 0.055% (n = 360,000);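 active means mean normalized replicate activation at least 10% and every replicate at or above 10%; inconclusive means only one of the two criteria met; inactive means mean below 10% and not all replicates reach 10%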;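 further: 0% = median of on-plate neutral control wells and 100% = ellipticine 6 µM median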
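Assay system – SV40-immortalized XiGFP fibroblast cells, line 68-5-11 · Buffer or medium – DMEM supplemented with 5-aza-dC as sensitizing agent · Dosing – one concentration, pinned · Benchmarks – positive control ellipticine, 6 µM final · Times – 3 days compound exposure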
ERAP1 inh: ERAP1 (human) enzyme inhibition; AID 652197; actives 0.15% (n = 340,000); inhibition, % at 10.7 µM; recombinant ERAP1, Leu-AMC fluorescence, 60 min;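 active means mean replicate inhibition of at least 30%, or all replicates individually reaching that 30% level; inactive means mean below 30% and not every replicate reaching it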;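 further: 0% = neutral control wells and 100% = L-leucinethiol positive control wells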
Target sequence (Q9NZ08 whole entry, looked up): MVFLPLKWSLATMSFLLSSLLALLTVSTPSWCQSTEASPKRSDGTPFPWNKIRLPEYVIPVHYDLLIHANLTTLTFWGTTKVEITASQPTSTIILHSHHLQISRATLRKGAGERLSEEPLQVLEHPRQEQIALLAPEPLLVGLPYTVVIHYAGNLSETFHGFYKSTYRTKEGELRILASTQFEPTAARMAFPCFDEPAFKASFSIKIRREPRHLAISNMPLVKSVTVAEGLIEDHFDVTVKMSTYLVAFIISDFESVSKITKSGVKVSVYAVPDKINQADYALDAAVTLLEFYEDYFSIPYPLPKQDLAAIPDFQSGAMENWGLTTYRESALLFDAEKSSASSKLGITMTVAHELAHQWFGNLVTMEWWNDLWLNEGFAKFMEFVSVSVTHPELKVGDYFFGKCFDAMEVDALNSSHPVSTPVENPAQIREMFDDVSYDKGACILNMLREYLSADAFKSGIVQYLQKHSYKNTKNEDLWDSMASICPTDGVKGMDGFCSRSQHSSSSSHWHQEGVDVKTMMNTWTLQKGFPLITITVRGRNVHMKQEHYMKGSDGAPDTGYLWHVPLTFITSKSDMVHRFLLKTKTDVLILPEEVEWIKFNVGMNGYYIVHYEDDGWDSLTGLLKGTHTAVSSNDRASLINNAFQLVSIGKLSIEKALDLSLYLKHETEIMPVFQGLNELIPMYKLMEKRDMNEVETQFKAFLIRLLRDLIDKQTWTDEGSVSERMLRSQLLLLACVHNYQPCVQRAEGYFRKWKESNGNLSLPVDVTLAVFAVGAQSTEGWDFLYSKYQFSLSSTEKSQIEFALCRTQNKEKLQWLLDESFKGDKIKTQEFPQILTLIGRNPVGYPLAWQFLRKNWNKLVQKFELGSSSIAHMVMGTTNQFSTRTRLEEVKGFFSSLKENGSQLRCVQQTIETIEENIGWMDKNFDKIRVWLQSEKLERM
Cneo AK release: Cryptococcus neoformans lysis via adenylate kinase release. lysis activity, % at 15 µM. actives 0.2% (n = 360,000). AID 651654. C. neoformans lysis, adenylate kinase release luminescence, 4 h; normalised: neutral wells 0, clomiphene wells 100;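 active means mean lysis activity across replicates of at least 80%, whatever share of replicates individually reach that level; inactive means mean lysis activity below 80%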
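read-out = cell lysis signal | test system = log-phase Cryptococcus neoformans yeast cells | input = cells at 5 × 10^6 per mL | medium = fresh YPD growth medium | signal = luminescent adenylate kinase detection reagent | timing = 4 h at 37 °C static, read 1 h later | dosing = single dose | controls = Clomiphene as positive lysis control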
Statin myotox sup: suppressors of simvastatin-induced myotoxicity in C2C12 myotubes. ATP luminescence, 48 h; scaled: DMSO 0, geranylgeraniol control 100. actives 0.78% (n = 330,000). rescue of ATP level, % at 7.49 µM;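 active means mean ATP rescue above about 67%, or every replicate alone reaching that limit, limit read from the data, passing the limit was not always enough; inconclusive means no clear call, values can overlap the other calls; inactive means mean under the limit and some replicate under it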;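 further: myotubes were challenged with 10 µM simvastatin during compound exposure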
An asterisk follows results filed as active; ? = inconclusive; . = no result given. These rows are one share of the data (hit frequency here may not be typical).

SMILES	LGR2 antag	SIRT5 inh	PGC1a acetyl inh	S100A4 MyoIIA	XiGFP reactiv	ERAP1 inh	Cneo AK release	Statin myotox sup
O=C([C@H]1[C@H](CO)[C@H]2Cn3c(cccc3=O)[C@@H]1N2C(=O)CC1CC1)N1CCc2ccccc2C1	2	2	7	13	0.2	3	.	.
CO[C@H]1CN(C)C(=O)c2ccc(NC(=O)Cc3ccccc3)cc2OC[C@@H](C)N(CC2CC2)C[C@@H]1C	27	2	2	-8	-0.2	-3	2	-28
Cc1cc(C)c(C(=O)Nn2c(C)nc3ccccc3c2=O)cc1C	11	-1	-2	4	0.0	1	0	-6
CN(C)Cc1c(C(=O)N/N=C/c2ccccc2OCc2c(F)cccc2Cl)nnn1-c1nonc1N	21	-2	.	-5	0.4	-5	-1	-4
COCCNC(=O)CN(c1cc(Cl)ccc1OC)S(=O)(=O)c1ccc(C)c([N+](=O)[O-])c1	7	-4	-5	-4	0.0	0	1	-14
O=C(Nc1nccs1)[C@H]1[C@H](CO)[C@H]2Cn3c(ccc(-c4cncnc4)c3=O)[C@H]2N1CC1CCCC1	-28	2	.	-1	0.1	4	5	20
CSCCC(NC(=O)c1ccco1)C(=O)Nc1cc(C)ccn1 (stereo unspecified)	-51	-4	2	-1	-0.1	-5	-1	1
CCOC(=O)N1CCC(Nc2ccc(N3C(=O)C4CCCCC4C3=O)cc2[N+](=O)[O-])CC1 (stereo unspecified)	-8	-1	10	1	-0.1	-1	4	4
CSc1nc(N)n2nc(C(C)(C)C)cc2n1	-32	-4	.	-9	0.0	0	.	.
Nc1ccc(Nc2ccccc2)c(Cl)c1	-26	0	7	-5	.	1	0	-6
CCOc1ccc(Cc2noc3c2C(=O)CCC3)cc1OCC	0	0	-2	0	-0.1	0	1	2
CCOc1ccc(-c2nc(C#N)c(NCc3ccc4c(c3)OCO4)o2)cc1	-25	-1	5	4	0.0	3	-2	24
COc1cccc(C#Cc2cnc3c(c2)C(=O)N([C@@H](C)CO)C[C@@H](C)[C@@H](CN(C)C(=O)C2CCC2)O3)c1	-14	6	-18	-10	-0.9	-2	2	26
Cc1ccc(S(=O)(=O)N2CCN(C(=O)c3cccs3)CC2)cc1C	-10	5	-11	1	0.0	-1	0	118*
O=C(C[C@H]1CC[C@H]2[C@@H](COC[C@@H](O)CN2C(=O)c2ccccc2)O1)N1CCOCC1	0	5	9	3	-0.1	1	2	-8
Cc1ccc(S(=O)(=O)C(C#N)c2nc3ccccc3nc2OC(C)C)cc1 (stereo unspecified)	-7	.	7	.	.	.	0	-16
CCC(C)[C@@H](CN)NCC1(c2ccccc2)CC1 (stereo partly specified)	0	-4	8	-1	-0.1	0	1	-2
O=C(c1ccccc1Oc1ccc([N+](=O)[O-])cc1)N1CCOCC1	4	-2	.	0	0.0	2	16	4
COc1cccc(C(CNc2ccc(S(=O)(=O)N3CCN(C)CC3)cc2[N+](=O)[O-])N(C)C)c1 (stereo unspecified)	11	1	-6	-2	0.1	-5	4	-7
CC1(C(=O)NS(=O)(=O)c2cccc(F)c2)CCN1C(=O)c1cccc(F)c1 (stereo unspecified)	-3	-2	6	2	0.3	-1	1	-5
COC(=O)[C@H](C)NC(=O)NC1CCCc2ccccc21 (stereo partly specified)	-6	0	-2	-1	.	-8	-2	7
CCC(=O)N1c2ccc(S(=O)(=O)CCC(=O)Nc3ccc(OC)cc3OC)cc2CC1C (stereo unspecified)	-7	-1	.	-7	0.1	-1	12	39
Fc1ccccc1SCc1nnc(-c2ccccc2Br)o1	6	0	0	0	0.0	1	-4	-3
Cc1cccc(C)c1NC(=O)NCCCN1CCN(c2ccccc2)CC1	-8	1	-3	-17	.	.	1	28
CCC1C(=O)C[C@H]2CCN3C(=O)CCCC1C23 (stereo partly specified)	11	-3	9	-2	0.0	.	1	-3

The list continues.
SMILES	LGR2 antag	SIRT5 inh	PGC1a acetyl inh	S100A4 MyoIIA	XiGFP reactiv	ERAP1 inh	Cneo AK release	Statin myotox sup
CCc1ccc(N2C(=O)C(Cl)=C(N3CCCCCC3)C2=O)cc1	-7	-8	-7	-8	0.0	0	3	-7
Cc1ccccc1-c1nc(CN2CCC(C(=O)O)CC2)c(C)o1	-11	-1	4	-6	-0.1	3	1	1
COc1ccc(/C(C)=N/NC(=O)c2ccc(CSc3cccc4cccnc34)cc2)cc1OC	-20	.	-10	.	.	.	-1	-12
CCCNC(=O)N1CC(=O)N2[C@H](CO)[C@H](c3ccc(C#Cc4cccc(OC)c4)cc3)[C@@H]2C1	9	3	-20	-5	0.1	-4	.	.
C[C@@H]1CN([C@H](C)CO)C(=O)c2cccc(NS(=O)(=O)c3ccc(F)cc3)c2O[C@@H]1CN(C)S(=O)(=O)c1ccc(F)cc1	-13	-4	2	0	0.1	0	-2	57
CN(C(=O)CN1C(=O)C2C3CC(C(Br)C3Br)C2C1=O)C1CCCCC1 (stereo unspecified)	0	-1	.	2	0.1	-4	-2	2
CN(C)C(CNC(=O)c1ccc(OCc2cn3ccccc3n2)cc1)c1ccco1 (stereo unspecified)	-15	-5	2	0	0.1	-2	-1	-2
C[C@@H]1CN([C@@H](C)CO)S(=O)(=O)c2ccc(C#CC(C)(C)O)cc2O[C@H]1CN(C)Cc1ccc(F)cc1	-13	18*	4	-3	0.1	2	-1	-41
OCCNc1nc(Nc2ccccc2C(F)(F)F)nc(N2CCCC2)n1	18	-2	.	-3	0.0	-2	-1	10
O=C(C[C@H]1CC[C@H]2[C@@H](COC[C@H](O)CN2CC2CC2)O1)NCC1CC1	0	2	.	9	0.0	2	1	-4
Nc1nnc(CC(=O)N/N=C/c2ccc([N+](=O)[O-])cc2)s1	3	1	.	1	0.2	2	-1	-1
CC(C)c1ccc(NC2CCCN(C(=O)CCN3CCCCO3)C2)cc1 (stereo unspecified)	-12	0	.	-4	-0.1	-7	0	-6
Cc1ccc(S(=O)(=O)Nc2cccc3c2O[C@@H](CN(C)Cc2ccc(C(=O)O)cc2)[C@@H](C)CN([C@@H](C)CO)C3=O)cc1	-1	-5	-2	-10	-0.3	1	-4	23
CCCNC(=O)N[C@H]1CC[C@H](CCNS(=O)(=O)c2cccc(F)c2)O[C@H]1CO	-2	1	10	-7	-0.4	1	1	7
COC(=O)c1c(C(=O)OC)c(-c2ccc(OC)cc2)n2c1CS(=O)(=O)C2	-1	-1	-2	-9	0.1	2	1	-2
O=C(NCC(F)(F)F)[C@@H]1[C@@H](CO)[C@@H]2Cn3c(cccc3=O)[C@@H]2N1C(=O)C1CC1	7	7	.	10	0.0	1	-5	1
Cc1ccc(NS(=O)(=O)c2ccc(NC(=O)c3ccccc3C(=O)O)cc2)cc1C	9	-3	-1	-2	0.0	2	9	.
CCc1cc(=O)oc2cc3oc(C)c(C)c3cc12	-17	-4	5	-2	.	4	1	2
COc1ccccc1NC(=O)CCC(=O)OCC(=O)c1ccc(C)c([N+](=O)[O-])c1	3	-3	-4	21	0.3	2	4	-2
CCC(=O)N(CCc1ccccc1)Cc1cc2ccc(OC)cc2[nH]c1=O	17	-1	.	2	0.0	5	.	.
CCCCn1c(-c2ccc(OC(F)F)cc2)nc2c1c(=O)[nH]c(=O)n2CC(C)C	-18	-2	.	-1	0.0	-1	3	1
O=C1OCCC1=COCCCCOC=C1CCOC1=O	-5	-3	2	1	0.1	-3	-1	9
O=C(NC1CCCCC1)[C@@H]1[C@@H](CO)[C@@H]2Cn3c(cccc3=O)[C@@H]2N1CC1CCCC1	3	21*	3	5	0.0	5	.	.
CCN(CC)CCN1CNC(=S)N(c2ccccc2OC)C1	11	-2	-8	-18	0.0	.	1	.
C[C@@H]1CN([C@H](C)CO)C(=O)c2cc(NS(=O)(=O)c3cn(C)cn3)ccc2O[C@H]1CN(C)C(=O)Nc1cccc2ccccc12	-16	-5	-7	1	0.2	1	100*	7

Arranged by SMILES length (low to high): part of the list above
SMILES	LGR2 antag	SIRT5 inh	PGC1a acetyl inh	S100A4 MyoIIA	XiGFP reactiv	ERAP1 inh	Cneo AK release	Statin myotox sup
CN(C(=O)CN1C(=O)C2C3CC(C(Br)C3Br)C2C1=O)C1CCCCC1 (stereo unspecified)	0	-1	.	2	0.1	-4	-2	2
COc1ccc(/C(C)=N/NC(=O)c2ccc(CSc3cccc4cccnc34)cc2)cc1OC	-20	.	-10	.	.	.	-1	-12
CCCNC(=O)N1CC(=O)N2[C@H](CO)[C@H](c3ccc(C#Cc4cccc(OC)c4)cc3)[C@@H]2C1	9	3	-20	-5	0.1	-4	.	.

(more compounds)
SMILES	LGR2 antag	SIRT5 inh	PGC1a acetyl inh	S100A4 MyoIIA	XiGFP reactiv	ERAP1 inh	Cneo AK release	Statin myotox sup
Cc1ccc(C(=O)N2CCC2(C)C(=O)NC(C)C)cc1 (stereo unspecified)	18	-1	8	-7	-0.1	-3	0	-4
CCN(CC)S(=O)(=O)c1cccc(C(=O)N/N=C/c2ccccc2OCC(=O)O)c1	36	5	.	-1	0.0	-2	-2	-7
Cc1ccccc1NC(=O)Cn1nnc2sc3c(c2c1=O)CC(C)(C)OC3	7	6	.	-30	0.0	.	.	.
CCOC(=O)c1cnc2c(CC)cccc2c1NCCCN1CCOCC1	-10	13	6	6	0.0	2	2	-16
CC1CN(C(=O)COC(=O)c2cccc(S(=O)(=O)N3CCc4ccccc43)c2)CC(C)O1 (stereo unspecified)	5	-4	.	-1	0.0	-2	-2	4
O=C(Nc1nc(-c2ccc(F)cc2)cs1)c1cccnc1	-14	-8	-1	-2	0.4	-2	-1	-7
C[C@@H]1CN([C@H](C)CO)C(=O)c2cc(-c3cccc(F)c3)cnc2O[C@H]1CN(C)CC1CCCC1	3	-4	-14	13	0.0	-3	-3	12
Cn1ncc(S(=O)(=O)Cc2ccccc2)c(Cl)c1=O	1	-4	-1	-2	0.0	-1	-2	.
CCC1(CC)NC(=O)N(CC(=O)OCC(=O)Nc2ccc(F)c(F)c2F)C1=O	12	-2	.	7	0.3	4	.	.
CC1(OC(=O)c2cccs2)C(=O)C=C2C=C(C3CC3)OC=C2C1=O (stereo unspecified)	6	.	-7	-6	0.0	2	-4	3
O=C(N[C@@H]1CC[C@@H](CCNS(=O)(=O)c2ccccc2Cl)O[C@@H]1CO)c1ccc(F)cc1	8	-1	?	22	-0.1	-2	-9	-1
C[C@@H]1CN([C@H](C)CO)C(=O)c2cc(C#CCc3ccccc3)cnc2O[C@@H]1CN(C)C(=O)C1CC1	1	3	-2	10	-0.6	1	-7	24
COCCNCc1ccc(C(C)C)cc1	3	-2	.	2	0.3	4	.	.
Cn1c(=O)c2[nH]c(-c3ccc(S(=O)(=O)O)cc3)nc2n(C)c1=O	-13	-85	2	-2	23*	1	2	0
CN(C)C(=O)c1cccc(-c2ccccc2[C@@H]2[C@H](C#N)N(C(=O)C3CCCC3)[C@H]2CO)c1	6	-1	-6	-4	0.1	3	.	.
CCCCC(=O)N(C)c1c(CC)nc2c(OCCOC)cccn12	10	.	1	1	0.0	0	0	10
S=c1[nH]nc(C2CCCCC2)n1/N=C/c1ccc(Cl)cc1	0	0	0	-1	0.3	3	1	2
